Assay outcomes: PubChem, National Center for Advancing Translational Sciences (NCATS)
KDM5B inhibitor: Primary screen for KDM5B Histone Demethylases FDH-coupled qHTS. Lysine-specific demethylase 5B (Homo sapiens), Q9UGL1. KDM5B demethylase, FDH-coupled NADH fluorescence (FDH is formaldehyde dehydrogenase). Potency, µM (top dose mostly 57.7 µM), inactives show top-dose activity change, negative = inhibition, hits mostly inhibitors. hit rate 2.6% among 220,000. AID 1347165, 2019; active means well fitted inhibition curve with a large enough effect; inconclusive means small, poorly fitted or top-dose-only effect; inactive means no such curve, though single readings can be large or run the other way; further: 0% is about no effect; nearly all actives have a fitted effect of over 70% in size
Target sequence (Q9UGL1 whole entry, looked up): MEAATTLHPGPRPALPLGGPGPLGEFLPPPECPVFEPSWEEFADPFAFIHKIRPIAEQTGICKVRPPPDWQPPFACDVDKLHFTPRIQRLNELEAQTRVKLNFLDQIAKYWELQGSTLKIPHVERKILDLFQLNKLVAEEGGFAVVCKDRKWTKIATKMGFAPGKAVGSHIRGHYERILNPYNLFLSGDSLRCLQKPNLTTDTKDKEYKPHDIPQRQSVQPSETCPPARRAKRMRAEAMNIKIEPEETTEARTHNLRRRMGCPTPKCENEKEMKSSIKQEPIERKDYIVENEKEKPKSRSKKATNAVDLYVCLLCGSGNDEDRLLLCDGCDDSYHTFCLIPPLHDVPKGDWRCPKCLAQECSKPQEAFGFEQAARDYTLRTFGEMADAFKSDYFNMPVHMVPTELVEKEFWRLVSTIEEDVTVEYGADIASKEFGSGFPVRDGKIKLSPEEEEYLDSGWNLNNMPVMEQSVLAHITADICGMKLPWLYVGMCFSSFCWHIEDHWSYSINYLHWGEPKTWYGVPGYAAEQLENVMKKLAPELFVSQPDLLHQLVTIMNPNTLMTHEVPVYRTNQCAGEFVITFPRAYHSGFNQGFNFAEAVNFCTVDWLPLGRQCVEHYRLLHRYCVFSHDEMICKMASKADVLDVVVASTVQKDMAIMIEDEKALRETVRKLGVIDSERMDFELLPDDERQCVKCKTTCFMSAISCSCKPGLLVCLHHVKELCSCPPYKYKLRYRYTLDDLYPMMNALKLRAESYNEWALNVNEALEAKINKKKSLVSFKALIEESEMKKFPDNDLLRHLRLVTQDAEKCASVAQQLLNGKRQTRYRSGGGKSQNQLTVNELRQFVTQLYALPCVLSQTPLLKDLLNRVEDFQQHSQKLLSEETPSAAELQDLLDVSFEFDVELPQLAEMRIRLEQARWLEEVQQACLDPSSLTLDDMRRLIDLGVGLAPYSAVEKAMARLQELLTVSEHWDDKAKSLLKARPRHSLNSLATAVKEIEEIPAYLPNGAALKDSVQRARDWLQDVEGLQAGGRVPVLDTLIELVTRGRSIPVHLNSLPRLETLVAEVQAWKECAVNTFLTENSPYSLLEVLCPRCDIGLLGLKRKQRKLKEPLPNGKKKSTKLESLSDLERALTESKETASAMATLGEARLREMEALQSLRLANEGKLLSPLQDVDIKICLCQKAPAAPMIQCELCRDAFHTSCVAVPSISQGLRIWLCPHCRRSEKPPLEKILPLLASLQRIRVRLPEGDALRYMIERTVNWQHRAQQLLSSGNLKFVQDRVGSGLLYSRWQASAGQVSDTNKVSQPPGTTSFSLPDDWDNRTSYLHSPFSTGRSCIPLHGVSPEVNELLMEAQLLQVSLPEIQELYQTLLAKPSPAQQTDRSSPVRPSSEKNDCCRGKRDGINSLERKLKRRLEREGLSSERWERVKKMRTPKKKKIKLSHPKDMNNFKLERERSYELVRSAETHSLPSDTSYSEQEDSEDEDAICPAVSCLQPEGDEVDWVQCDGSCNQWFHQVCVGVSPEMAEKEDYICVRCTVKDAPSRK
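qHTS format, multiple compound concentrations. Buffer 50 mM HEPES pH 7.5/0.01% Tween-20; 200 nM KDM5BΔAP final; 10 min compound preincubation; substrate-mix levels 12.5 µM peptide, 25 µM α-KG, 0.25 mM NAD⁺; 30 min RT; ΔRFU.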
The depositor's hits bear a star; ? = inconclusive; & = joins results of further samples; [ ] = dose if it differs, or a comment. Potency means the concentration at half of the fitted maximal effect. A portion of the library, so the mix of outcomes need not match the whole.

smiles,KDM5B inhibitor
CCOc1ccc(CNC(=O)Cc2ccc(NC(=O)N3CCSc4ncccc43)cc2)cc1,?
O=c1cc(-c2ccccc2)n2c(SCc3ccc(F)cc3)nnc2[nH]1,?
CCc1ccc(-c2noc(CCC(=O)Nc3nc4ccccc4n3CC)n2)cc1,14%
O=C(c1cccs1)N1N=C(c2ccc(Cl)cc2)CC1c1ccc2nccnc2c1 (stereo unspecified),-13%
COC(=O)c1ccccc1NC(=O)CN(c1ccnn1C(C)C)S(=O)(=O)c1ccccc1,-13%
CCOC(=O)N1CCN(C(=O)CNC(=O)c2ccc(Cl)cc2)CC1,0%
Cc1cc(NC(=O)CSc2nc3c([nH]c4ccccc43)c(=O)n2-c2ccccc2F)no1,?
Cn1cc([C@@H](NC(=O)c2ccc3c(c2)OCC(=O)N3)C2CC(O)C2)cn1 (stereo partly specified),-9%
CN1CCN(C(=O)CCn2cnc3c2c(=O)n(C)c(=O)n3C)CC1,13%
Cc1ccc(C(=O)Nc2nc(-c3nnn(-c4ccc(F)cc4F)c3C)ns2)cc1C,-8%
O=C(O)c1ccc(/C=N/NC(=O)c2cc3ccccc3cc2O)cc1,-40%
O=C(NCc1cc(F)ccc1F)C1CCN(c2cn[nH]c(=O)c2)C1 (stereo unspecified),-10%
COc1ccc(-c2ocnc2C(=O)N2CCN(Cc3cccnc3)CC2)cc1,-8%
O=C(Nc1c(NCC2CCCCC2)c2ccccc2oc1=O)c1cccs1,21%
Cc1cn2nc(C(=O)N3CCC(NC(=O)c4nccc5ccccc45)CC3)cc2c(=O)[nH]1,?
COc1ccc(CCNC(=O)CCS(=O)(=O)c2ccc3c(c2)oc(=O)n3C)cc1OC,?
O=C(c1ccc(C(F)(F)F)cc1)N1CCCC(c2nn(-c3ccc(F)cc3)c(=O)[nH]2)C1 (stereo unspecified),-2%
CN(C)[C@@H]1CN(C(=O)C2CC2)CC[C@@H]1CO,14%
CCOc1ccc(C(=O)N[C@H]2CC[C@H]2NC2CCOCC2)cc1Cl,3%
CCCc1sc(NC(=O)CC[C@H]2NC(=O)c3ccccc3NC2=O)nc1C(=O)OC,-6%
Cc1cccc(-n2c(=O)c3c(c4cc(C)ccc4n3C)n(CC(=O)Nc3ccc(C)c(C)c3)c2=O)c1,?
COCCN1CCCCCC(O)c2cc(C(=O)NCc3ccc(C)o3)ccc21 (stereo unspecified),?
Cc1cccc(CNC(=O)c2ccc3c(c2)N(C)C2CCCN2C3=O)c1 (stereo unspecified),?
CC(=O)C1=C(C)CC2C3CC=C4CC(O)CCC4(C)C3CCC12C (stereo unspecified),0%
C[C@H](C(=O)N1Cc2ccccc2CC2(CCN(CC3CCNCC3)CC2)C1)c1ccccc1,9%[115 µM]
NCCCCn1ccnc1,11%
O=C(NCc1ccncc1)c1cc(-c2ccncc2)nc2ccccc12,1%
CN(C)S(=O)(=O)c1ccc2c(c1)nc(CCC(=O)NCCc1ccc(Cl)cc1)n2C,-1%
CCc1nnc(CN2CCC(N3CCCC(C(=O)NCc4ccccn4)C3)CC2)o1 (stereo unspecified),?
COc1ccc(C)cc1NC(=O)c1ccccc1OCC(N)=O,2%
CCNS(=O)(=O)c1ccc2c(c1)NC(=O)C(C)CS2 (stereo unspecified),6%
CCC(=O)N1CCC(c2ncc(C)n2Cc2ccccc2)C1 (stereo unspecified),19%
CC(C)CC[n+]1ccccc1/C=C/c1ccc(N(C)C)cc1,-15%
Cc1cc(C(=O)N2CCCC(Cc3noc(-c4cnccn4)n3)C2)n[nH]1 (stereo unspecified),?
Cc1ccc2nc(CN3CCN(C(=O)Nc4cccc(C)c4C)CC3)oc2c1,-8%
CN[C@H]1C[C@H]2c3cc(-c4ccc5c(c4)OCO5)ccc3CCN2C[C@H]1[C@H](C)O,2%
N#CCCn1cc(C(=O)CSc2ncc(C(F)(F)F)cc2Cl)c2ccccc21,10%
CN(C)c1ccc(C(=O)N[C@H]2C[C@@H](c3nc(-c4ccc5c(c4)OCO5)no3)N(C)C2)cc1,-16%
CCOC(=O)Cc1ccc(NC(=O)Nc2nnc(N3CCCC(C)C3)s2)cc1 (stereo unspecified),18%
CN1c2cc(C(=O)Nc3ccc(Cl)c(Cl)c3)ccc2C(=O)N2CCCCC21 (stereo unspecified),?
CCCCn1c(N)c(N(CCOC)C(=O)c2cc3c(s2)CCC(C)C3)c(=O)[nH]c1=O (stereo unspecified),-29%
O=C(Nc1nnc(-c2ccc(F)cc2)s1)C(=O)c1c[nH]c2ccccc12,16%
CCCCc1ccc(NC(=O)CSc2nc(=O)[nH]c3c2CCCC3)cc1,-19%&-1%
Cc1nc(CN2CCN(S(=O)(=O)c3ccc(Cl)cc3)CC2)cs1,3%
Cc1ccc(S(=O)(=O)N2CCC(n3cnnc3C(C)C)CC2)c(C)c1,-10%
Cc1cc(C)n(CCC(=O)NCC2CCN(c3cc(-c4ccc(F)cc4)[nH]n3)CC2)n1,-10%
Cc1cccc(CNC(=O)c2cc(NC(=O)C(C)C)cc3nc(C)ccc23)c1,13µM*
Cc1ccc(C)c(NC(=O)NC2CCCCCCC2)c1,1%
CSc1ccc(NC2=N[C@H]3[C@@H](O)[C@H](O)C[C@H](C(=O)NCCN4CCOCC4)[C@H]3S2)cc1,-11%
COc1ccc(OC)c(-n2cnc3cc(C(=O)NC4CCCCCC4)ccc32)c1,2%
O=C(Cc1ccc(Cl)cc1)N[C@H]1[C@H](O)[C@H](O)C[C@@H]1c1cccnc1,-10%[86.2 µM]
Cc1c(C)c(OC(=O)c2ccccc2)c(Cc2nc3ccccc3s2)c(C)c1O,-37%
CC1CCN(CCNC(=O)c2cc3cn(C(C)C)cc3s2)CC1,14µM*
Cc1ccc(-n2cc(CN3CCCCC3C(N)=O)c(-c3cccc(C)c3)n2)cc1 (stereo unspecified),-20%
CCCCCCCn1c(=O)c(C(=O)OC)c(N)c2ccccc21,?
CC(=O)NC[C@H]1CCN(C(=O)NCc2ccc(F)cc2)C[C@H]1N(C)C,-14%
C=CCc1ccc(-c2ccc(OCCCCCCCCCC)c(F)c2)nc1,6%
O=C1[C@@H]2C[C@@H](CN2C2CCOCC2)Oc2ccccc2N1Cc1ccccn1,?
Cc1cccc(-c2cccc3c4c([nH]c23)[C@@H]2C[C@H](N(C)C(=O)NC3CCCCC3)[C@H]([C@H](C)O)C(=O)N2CC4)c1,?
COc1ccc(C(=O)N2CCC(N3CCNC3=O)CC2)cc1,89µM*

3 compounds already listed, sorted by the number in KDM5B inhibitor, lowest first.
smiles,KDM5B inhibitor
CC(=O)NC[C@H]1CCN(C(=O)NCc2ccc(F)cc2)C[C@H]1N(C)C,-14%
COc1ccc(OC)c(-n2cnc3cc(C(=O)NC4CCCCCC4)ccc32)c1,2%
C=CCc1ccc(-c2ccc(OCCCCCCCCCC)c(F)c2)nc1,6%

New compounds follow:
smiles,KDM5B inhibitor
O=C(Nc1ccc(Cc2ccncc2)cc1)c1ccc(Br)cc1,17%
Cc1ccc(CCC(=O)Nc2cnc3ccccc3c2)cc1,-29%
COc1ccc(NC(=O)Nc2cccn3nc(C)nc23)cc1,-13%
O=C(O)C[C@@H]1CCN(C(=O)Cc2ccccc2)C[C@@H]1CCN1CCC[C@H]1C(=O)O,-13%[86.2 µM]
CC(C)(C)OC(=O)NCc1ccc(C(=O)O)cc1,12%
Cc1n[nH]c(C)c1CNC(=O)C12CCCC=C1N(C1CCCC1)C(=O)CC2 (stereo unspecified),5%
N#Cc1nc(-c2ccccc2Cl)oc1N1CCCCC1,?
O=C(O)CC1CC(=O)OC1=O (stereo unspecified),8%
COCCNC(=O)C(=O)NCC1OCCN1S(=O)(=O)c1ccc(C)cc1 (stereo unspecified),4%
COc1ncccc1CNC[C@H]1O[C@@H]2C[C@@H](CC(=O)N3CCC(F)(F)C3)O[C@@H]2[C@@H]1O,-10%[86.2 µM]
O=C(NC(C1CC1)C1CC1)c1ccnc(Cl)c1,12%
CC(C)(C)OC(=O)NCCc1nnc(SCc2cccc(Cl)c2)o1,26%

(further entries)
| Structure | KDM5B inhibitor |
| --- | --- |
| O=C1NCCN2CC3(CCN(S(=O)(=O)Cc4ccccc4F)CC3)CC12 (stereo unspecified) | -29% |
| Cc1ccc2c(c1)N(C(=O)N1CCC(C(=O)Nc3cccc(F)c3)CC1)CCO2 | 8%&1% |
| O=C1CC2(C(=O)Nc3cc(F)ccc32)c2sc(C(=O)O)c(-c3ccccc3)c2N1 (stereo unspecified) | 16% |
| CC(C(=O)N1CCOCC1)n1ccc2cc(S(=O)(=O)N3CCCC3)ccc21 (stereo unspecified) | 7% |
| COc1cccc(CC(=O)NCC2Cn3cccc3C(=O)N2C)c1 (stereo unspecified) | 5% |
| O=C(NCc1ccon1)C1CCCN(C2CCN(c3nc4ccccc4o3)CC2)C1 (stereo unspecified) | 26% |
| O=C(N/N=C/c1ccc([N+](=O)[O-])o1)c1cc2ccccc2o1 | 7% |
| CC1(C)[C@H](Cc2cc(CO)on2)C[C@@H]1NC(=O)c1cccnc1 | 1%[86.2 µM] |
| Cc1nc2ncccn2c1C(=O)N[C@@H]1CCOC[C@H]1Oc1ccccn1 | 32µM* |
| CN(CC(=O)Nc1ccccc1OC(F)F)S(=O)(=O)c1ccc(Cl)cc1 | -4% |

Some of the entries so far, as labelled records:
COc1cccc(CC(=O)NCC2Cn3cccc3C(=O)N2C)c1 (stereo unspecified)
  KDM5B inhibitor: 5%
O=C(NCc1ccon1)C1CCCN(C2CCN(c3nc4ccccc4o3)CC2)C1 (stereo unspecified)
  KDM5B inhibitor: 26%

(more compounds)
| Structure | KDM5B inhibitor |
| --- | --- |
| COCCOC1CCN(C(=O)c2sc(C)nc2C)CC1 | -14% |
| CN(C)Cc1nnc(C2CC(NC(=O)C3(C#N)CCOCC3)C2)n1C (stereo unspecified) | ? |
| O=S(=O)(c1cc(F)cc(F)c1)N1CCCC1c1nncn1Cc1ccncc1 (stereo unspecified) | 13% |
| COc1ccc(-c2csc(-c3nc(-c4ccc(Br)s4)cs3)n2)cc1F | -9% |
| O=C(Cn1nc2c(cc1=O)CCCC2)N1CCN(c2ccc(C(F)(F)F)cn2)CC1 | ? |
| Cc1cc(CNC(=O)c2cc(-c3ccccc3)cc3c2OCCN3C)no1 | 40µM* |
| CCCn1c(CCC(=O)Nc2cccc(CC)c2)nc2cccnc21 | ? |
| Cc1ccc(-c2c(C#N)c(N)nc3c2CCCC3)cc1 | -7% |
| Cc1ccc(NC(=O)CSc2nncc3ccccc23)cc1 | 6% |
| COc1ccc(-c2cc3c(=O)n(CCNC(=O)c4ccc(OC)cc4OC)ccn3n2)cc1 | 35µM* |

5 of these compounds, reformatted.
KDM5B inhibitor | SMILES
? | CN(C)Cc1nnc(C2CC(NC(=O)C3(C#N)CCOCC3)C2)n1C (stereo unspecified)
? | O=C(Cn1nc2c(cc1=O)CCCC2)N1CCN(c2ccc(C(F)(F)F)cn2)CC1
-8% | Cc1ccc2nc(CN3CCN(C(=O)Nc4cccc(C)c4C)CC3)oc2c1
2% | COc1ccc(OC)c(-n2cnc3cc(C(=O)NC4CCCCCC4)ccc32)c1
? | COc1ccc(CCNC(=O)CCS(=O)(=O)c2ccc3c(c2)oc(=O)n3C)cc1OC

(continued)
| Structure | KDM5B inhibitor |
| --- | --- |
| CN1C[C@H](NCc2nccn2C)CCC[C@@H](C(=O)NC2CCOCC2)CC1=O | -8%[86.2 µM] |
| CCOC(=O)c1oc2nc(C)c3c(c2c1N)CC(C)(C)OC3 | -65% |
| CCc1ccsc1C(=O)N(CC#N)C1CC1 | -8% |
| CCN(CC)C(=O)c1cc2c(s1)CCC(C(=O)NCc1cccnc1)C2 (stereo unspecified) | -10% |
| COc1ccc(C(=O)/C=C/c2cn(CC(O)CN(CC(C)C)CC(C)C)c3ccccc23)cc1 (stereo unspecified) | ? |
| CC(C)CNC(=O)c1ccc2c(c1)NC(C)(CNc1ccccc1)CO2 (stereo unspecified) | ? |
| CCC(C)NC(=O)Cn1c(=O)n(-c2ccc(Cl)cc2)c(=O)c2c3c(sc21)CCCC3 (stereo unspecified) | -15% |
| COc1ccc(N2CC(NC(=O)c3ccc(OC(C)C)cc3)CC2=O)cc1 (stereo unspecified) | -21% |
| Cc1ncoc1C(=O)N1CCCCCCNC(=O)CC1 | -8% |
| CC1(c2ccccc2)N(Cc2ccc(O)cc2)C(=O)OC12CCN(C(=O)c1cnccn1)CC2 (stereo unspecified) | 6% |
| CC1(COCC2CC2)COc2ccc(C(=O)N3CCOCC3c3cccc(F)c3)cc2N1 (stereo unspecified) | 35µM* |
| O=c1c2nc(Nc3ccc(C(F)(F)F)cc3)ccc2ncn1Cc1ccccn1 | ? |
| CCc1nc2c(c(-c3ccc(OC)cc3)n1)CN([S+](=O)([O-])c1cccc(OC)c1)CC2 | ? |
| O=C(NCc1ccccc1F)c1ccc2c(c1)CN(Cc1cc(F)c(F)c(F)c1)CCO2 | 2% |
| Cc1nc(-c2ccccc2)n(Cc2cc(F)cc(F)c2)c(=O)c1CCO | -13% |
| CC(=O)Nc1cccc(-c2cnc3n[nH]c(-c4sccc4C)c3n2)c1 | -6%[86.2 µM] |
| CSCC(=O)NCCc1cccs1 | -21% |
| Cn1nc(C(=O)OC/C(O)=C(/C#N)c2nc3ccccc3[nH]2)c2ccccc2c1=O | 3% |
| COc1cccc(F)c1C(=O)N1CC(=O)N(c2ccc(Cl)cc2)CC1C (stereo unspecified) | -13% |
| COc1ccc(-c2nnc(COc3ccc(Br)cc3C)o2)cc1 | 0% |
| COc1ccc(C(=O)NCC(=O)N2CCCCCNC(=O)CC2c2ccccc2)cn1 (stereo unspecified) | 45% |
| Cc1ccc(-n2nnnc2SCC(=O)Nc2ccc3nccnc3c2)c(C)c1 | ? |
| Cc1cc(Cl)ccc1NC(=O)c1ccc(NC(=O)C2=CSCCO2)cc1 | 6% |
